From PubChem
KOR beta-arrestin-1: KOR antagonists, beta-arrestin recruitment, cell-based, luminescence, uHTS (AID 1778); KOR beta-arrestin recruitment, luminescence, antagonist mode; higher % means a stronger effect; inhibition, % at 10 µM, or IC50 in µM where a hit was titrated; 290,000 tested, 0.091% active; in the data active = inhibition above about 50%; also: strong numbers were not always called active
NOD1 NF-kB reporter: NOD1 signaling inhibitors, primary screen, cell-based, luminescence, uHTS (AID 1578) | NOD1-driven NF-kB luciferase reporter cells, luminescence; higher % means a stronger effect | inhibition, % at 4 µM; hits with a dose series show EC50 in µM | 290,000 tested, 1% active; in the data active = inhibition mostly above about 36%, no sharp cut-off; inactive = mostly below about 34%;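 also: HEK-293T reporter cells stimulated with the NOD1 agonist gamma-tri-DAP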
GPR35 antagonists: inhibition of zaprinast-stimulated GPR35 beta-arrestin translocation – imaging, U2OS, beta-arrestin-GFP, zaprinast agonist, primary screen (AID 2058); U2OS GPR35 beta-arrestin-GFP translocation imaging, zaprinast antagonism; higher % means a stronger effect; 290,000 tested, 0.052% active; inhibition, % at 10 µM; hits with a dose series show IC50 in µM;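 active = inhibition of at least 50% with at least 30 cells and total cytoplasm GFP at most 10,000,000; inconclusive = under 30 cells or total GFP of 10,000,000 plus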
HIV peptide binding: cell-free HIV fusion peptide-binding blockers – biochemical, uHTS, fluorescence dequenching, primary screen (AID 1986). cell-free peptide binding, fluorescence dequenching, 30 min; higher % means a stronger effect. inhibition, % at 20 µM, or IC50 in µM where a hit was titrated. 290,000 tested, 0.3% active; in the data active = inhibition mostly above about 52%, no sharp cut-off; inactive = mostly below about 76%; also: some results filed as inactive read as strong as hits
KOR beta-arrestin-2: KOR agonists, beta-arrestin recruitment, primary screen, cell-based, luminescence, uHTS (AID 1777); 280,000 tested, 0.02% active; activation, % at 10 µM, or EC50 in µM where a hit was titrated; KOR beta-arrestin recruitment, luminescence; higher % means a stronger effect; in the data active = activation above about 50%, passing the limit was not always enough; also: a part of the inactive calls stands beside numbers as strong as those of hits
GPR55 beta-arrestin: selective activators of receptor GPR55 – imaging, U2OS cells, beta-arrestin-GFP redistribution, primary screen (AID 1961). activation, % at 10 µM, or EC50 in µM where a hit was titrated. 290,000 tested, 0.048% active. U2OS GPR55 beta-arrestin-GFP redistribution imaging; higher % means a stronger effect;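 active = activation above 40% with more than 50 cells counted in the well; inconclusive = wells holding fewer than 50 cells, flagged as toxic or sparse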;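 also: U2OS osteosarcoma cells stably expressing GPR55 and beta-arrestin-GFP; plate controls were DMSO negative control for no effect and LPI positive control for full effect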
Siah-1 displacement: Siah-1 peptide-binding antagonists, primary screen, biochemical, fluorescence polarization, rhodamine-plectin, uHTS (AID 1817); Siah-1 / rhodamine-plectin peptide fluorescence polarization; higher % means a stronger effect; one-dose displacement, % at 20 µM; IC50 in µM for titrated hits; 290,000 tested, 0.02% active;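 active = displacement of at least 50% at 20 µM, with a fluorescence ratio check between 0.3 and a set limit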;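 also: plate controls were Siah plus tracer with DMSO for no effect and tracer alone without Siah for full effect; strong numbers were not always called active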
GPR55 antagonists: GPR55 antagonists blocking LPI-driven arrestin recruitment, primary screen, imaging, U2OS, beta-arrestin-GFP, LPI agonist (AID 2013) | U2OS GPR55 beta-arrestin-GFP translocation imaging, LPI antagonism; higher % means a stronger effect | one-dose inhibition, % at 10 µM; IC50 in µM for titrated hits | 290,000 tested, 0.13% active;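 active = spots per cell inhibited over 60%, with over 100 cells counted and total cytoplasm intensity under 500,000; inconclusive = wells with under 100 cells, flagged as likely toxic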;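 also: U2OS cells stably carrying GPR55 and arrestin-GFP stimulated by 5 µM LPI near EC80; imaged beta-arrestin-GFP aggregate spots per cell after agonist stimulation; plate controls were LPI-stimulated DMSO wells for no effect and DMSO wells without LPI for full effect; some results filed as inactive read as strong as hits; confirmed hits need IC50 under 10 µM and bright autofluorescent wells are also inconclusive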
AID2073: disruptors of CaV2.2 binding to Mint1 – biochemical, HTRF (AID 2073); 290,000 tested, 0.19% active; HTRF protein-protein interaction, Mint1-CaV2.2; higher % means a stronger effect; one-dose inhibition, % at 20 µM; IC50 in µM for titrated hits; in the data active = inhibition mostly above about 51%, no sharp cut-off; inconclusive = no clear call, values can overlap the other calls; inactive = mostly below about 53%; also: some results filed as inactive read as strong as hits
The depositor's hits bear a star; ? = inconclusive; / = not tested or not shown; [ ] = dose if it differs, or a comment.

SMILES	AID2073	KOR beta-arrestin-1	KOR beta-arrestin-2	GPR55 antagonists	GPR55 beta-arrestin	HIV peptide binding	NOD1 NF-kB reporter	GPR35 antagonists	Siah-1 displacement
CSc1nn2c(C)c(C)c(C)nc2c1C#N	10%	13%	-1.6%	2%	0.1%	-1.3%	-31%	-9%	6%
COCCNC(=O)/C(C#N)=C/c1c(N2CCN(c3ccccc3)CC2)nc2ccccn2c1=O	27%	12%	1.3%	9%	0.0%	3.3%	-4%	19%	11%
CC1CN(C(=O)COC(=O)c2cc(S(N)(=O)=O)c(Cl)cc2Cl)CC(C)O1 (configuration not stated)	0%	-28%	-4.5%	8%	-0.4%	2.9%	-6%	0%	-2%
CCc1cc(=O)[nH]c(SCc2ccc(C)cc2)n1	-6%	-22%	1.2%	-11%	-0.4%	2.3%	-45%	-5%	5%
Cc1cccc(C)c1NC(=O)C1(N(Cc2ccco2)C(=O)Cn2nnnc2N)CCCCC1	-1%	21%	-0.3%	0%	0.4%	-2.3%	-25%	6%	5%
NC(=S)NNc1c(F)c(F)c(F)c(F)c1F	29%	-9%	-1.7%	-8%	0.1%	-1.2%	-42%	-13%	4%
COc1ccc(C(C#N)Nc2ccccc2OC)cc1 (configuration not stated)	-5%	-13%	3.3%	13%	-0.1%	0.2%	-39%	-2%	6%
CC(C)Nc1c(N)c(=O)oc2ccccc12	-2%	4%	-12%	6%	0.0%	-1.2%	21%	-3%	0%
O=C(O)C1CC=CCC1C(=O)Nc1cccc(Cl)c1Cl (configuration not stated)	-2%	6%	2.6%	29%	0.2%	4.4%	-9%	13%	2%
CC1(C)Cc2ccccc2C(N/N=C/c2cccc(F)c2)=N1	?	-10%	1.2%	/	0.0%	1.3%	-21%	11%	0%
Cc1nn(-c2ccccc2)c2sc(C(=O)OC3CCOC3=O)cc12 (configuration not stated)	31%	9%	-1.1%	2%	-0.1%	-0.3%	1%	-13%	4%
CCC1(CC)NC(=O)N(CC(=O)NC(=O)NCc2ccccc2)C1=O	4%	-4%	-2.3%	4%	-0.3%	1.0%	-25%	-2%	-1%
c1cc(-c2nsc(-c3ccncc3)n2)ccn1	-27%	10%	7.4%	5%	0.3%	0.7%	-2%	-15%	0%
Cc1cccc(C)c1NC(=O)CSCC(=O)O	-10%	-21%	-4.5%	10%	-0.2%	0.6%	-21%	5%	0%
CN(C)CCNC(=O)c1cc2c(s1)-c1ccccc1OC2	45%	-24%	-1.3%	2%	-0.2%	1.7%	-34%	-4%	-3%
CCC1(C)Cc2ccccc2C(=S)N1 (configuration not stated)	34%	-13%[20 µM]	/	-3%	-0.1%	-1.8%	-13%	32%	-3%
CN(C(=O)c1nn(C)c2c1CSc1ccccc1-2)c1ccc(F)cc1	2%	-18%	0.4%	4%	-0.1%	0.0%	0%	-7%	-3%
O=C(c1cccs1)n1nc(-c2cccnc2)nc1NCc1ccco1	3%	-8%	-3.8%	-7%	0.2%	-1.6%	-45%	-14%	-3%
COc1ccc(Nc2ncnc3sc(-c4ccccc4)cc23)cc1	25%	-22%	5.4%	14%	-2.3%	-1.5%	60%	-3%	-4%
CCCCN1C(=S)SC(C)(C)C1/[N+]([O-])=C/c1ccc(S(=O)(=O)NC)cc1 (configuration not stated)	11%	-21%	0.4%	-2%	-0.3%	0.1%	-10%	-11%	1%

Following part
SMILES	AID2073	KOR beta-arrestin-1	KOR beta-arrestin-2	GPR55 antagonists	GPR55 beta-arrestin	HIV peptide binding	NOD1 NF-kB reporter	GPR35 antagonists	Siah-1 displacement
COc1ccc(C)cc1NC(=O)CN(Cc1nnc(-c2ccc(Cl)cc2)o1)C1CCCC1	3%	2%	-1.6%	2%	-0.1%	0.3%	-39%	-2%	-4%
COc1ccccc1N1CCN(C(=O)CCC(=O)O)CC1	17%	-21%[20 µM]	/	-3%	0.3%	-0.5%	13%	-2%	-3%
COc1ccc(/C=C2\SC(=O)N=C2N)cc1OC	-5%	-50%	12%	-1%	0.2%	0.9%	-13%	-12%	-3%
Cc1noc(C)c1CN(C(=S)NC(C)C)c1ccccc1	-2%	16%	14%	3%	-0.2%	0.6%	16%	0%	-5%
COc1ccccc1CNC(=O)CCNS(=O)(=O)c1ccc2[nH]c(=O)oc2c1	6%	11%	-3.6%	-31%	0.0%	0.4%	19%	22%	-5%
O=C(CSc1n[nH]c(-c2cccnc2)n1)Nc1ccc([N+](=O)[O-])cc1	2%	-28%	0.6%	-4%	0.3%	1.0%	-19%	8%	5%
Cn1nnnc1SCc1nnc(-c2ccc(Cl)cc2)o1	-4%	/	-8.1%	6%	-0.2%	-0.6%	2%	10%	-4%
COc1ccc(/C=N/NC(=O)c2[nH]nc3c2CCc2ccccc2-3)cc1OC	30%	-189%	2.4%	-24%	0.1%	2.0%	-9%	4%	4%
COc1ccc(-c2c(C)nn3c(N4CCCCCC4)cc(C)nc23)cc1OC	18%	3%	-0.5%	1%	0.4%	-2.8%	-1%	0%	4%
O=C(CC1C(=O)NCCN1C(=O)Nc1ccccc1)Nc1cc(Cl)cc(Cl)c1 (configuration not stated)	6%	17%	0.8%	15%	-0.1%	0.8%	-27%	1%	-1%
COc1cc(N(C)C)c([N+](=O)[O-])cc1C(=O)NC(C)CNc1ccc([N+](=O)[O-])cc1Cl (configuration not stated)	-11%	1%	-6.3%	-24%	-0.6%	-3.3%	-7%	0%	-5%
NC1=NC(=O)/C(=C/c2cc(Br)c(O)c(Br)c2)S1	-2%	-12%	3.2%	-16%	0.3%	13%	0%	-5%	-4%
O=C(Nc1cc(C(F)(F)F)ccc1N1CCOCC1)c1ccc2ccccc2n1	-18%	13%	-3.4%	7%	0.3%	-0.6%	-40%	4%	6%
O=C(CSc1ncnc2sccc12)Nc1ccccc1F	18%	-15%	-5.1%	-2%	-0.4%	-1.2%	-4%	4%	5%
Fc1ccc(CSc2nnc(-c3cccnc3)o2)cc1	7%	-10%	-3.1%	1%	-0.1%	1.1%	-55%	-5%	4%
COCCCNC(=O)CCn1c(=O)c2ccccc2n(CC(=O)NCCC2=CCCCC2)c1=O	-7%	-41%	6.0%	-3%	-0.4%	1.2%	-8%	-8%	-2%
Cn1ccnc1SCC(=O)Nc1ccc2nc(SCC(=O)NC3CC3)sc2c1	-11%	14%	-2.5%	10%	0.3%	1.6%	-33%	-5%	2%
Cc1cc(N2CCN(C3CCCC3)CC2)n2ncc(-c3ccccc3)c2n1	16%	-4%	4.0%	9%	-0.3%	-0.6%	-22%	16%	5%
Cc1cnc(NC(=O)CSc2nnc3ncccn23)s1	-13%	-7%	0.8%	2%	-0.3%	-0.7%	2%	-1%	2%
CCN(CC)S(=O)(=O)c1cc(NC(=O)C(C)N2CCc3ccccc32)ccc1C (configuration not stated)	13%	8%	0.1%	2%	0.0%	0.3%	-22%	-6%	5%

Other results follow:
SMILES	AID2073	KOR beta-arrestin-1	KOR beta-arrestin-2	GPR55 antagonists	GPR55 beta-arrestin	HIV peptide binding	NOD1 NF-kB reporter	GPR35 antagonists	Siah-1 displacement
COc1ccc(-n2nc(C(=O)NCC(=O)N3CCOCC3)c3ccccc3c2=O)cc1Cl	14%	4%	-0.6%	5%	0.5%	-0.2%	-19%	4%	-2%
CCCCCCCC(=O)NNC(=O)c1c(O)c2ccccc2n(CC)c1=O	22%	-10%	-7.6%	7%	-0.1%	-1.6%	-41%	-9%	1%
O=S(=O)(O)C1CCNCC1	-4%	22%	-1.4%	2%	-0.1%	0.9%	-3%	-3%	-4%
COC(=O)c1c(NC(=S)Nc2ccc(C(=O)N3CCOCC3)cc2)sc2c1CCC2	42%	-24%	1.5%	3%	0.2%	-1.3%	-6%	6%	4%
Cc1ccc(OCC(=O)c2cc(C)n(CC(F)(F)F)c2C)c([N+](=O)[O-])n1	6%	2%	-6.5%	5%	-0.1%	-1.3%	-4%	4%	-5%
CCOC(=O)c1c(C)[nH]c(C(=O)COC(=O)c2ccc(N3CCCC3=O)cc2)c1C	28%	-13%	-6.8%	3%	-0.2%	0.0%	-19%	-9%	3%
COc1cc(Br)cc2cc(C(=O)N3CCOCC3)c(=O)oc12	-7%	-22%	5.3%	-7%	0.3%	-0.1%	-21%	14%	0%
Cc1cc(C)nc(Nc2nc(=O)c3ccccc3s2)n1	-7%	8%	-4.9%	13%	0.2%	-2.7%	-32%	4%	6%
COc1ccc(-c2cc(C)no2)cc1S(=O)(=O)Nc1cccc(CN2CCCC2)c1	7%	-1%	-1.3%	3%	-0.1%	-1.4%	24%	4%	-3%
Cc1ccccc1NC(=S)c1nc2ccccc2[nH]1	-13%	/	-4.3%	8%	-0.2%	-0.6%	39%	10%	-12%
S=c1nc(-c2cc(Cl)cc(Cl)c2)[nH][nH]1	-4%	27%	1.4%	5%	-0.2%	3.4%	-4%	16%	-1%
CCOc1ccc(-n2cnnn2)cc1S(=O)(=O)N1CCC(C)CC1C (configuration not stated)	-16%	11%	-0.1%	5%	0.1%	1.2%	-16%	0%	3%
CCCN(CCC)CCCNC(=O)CC(C(=O)N1CCc2ccccc21)n1ccnc1 (configuration not stated)	-5%	-29%	2.3%	3%	-0.1%	-1.0%	/	-5%	3%
CCOC(=O)c1cnc2cc(F)c(F)cc2c1N1CCN(C)CC1	7%	-22%	-3.0%	1%	-0.1%	-0.2%	-1%	3%	4%
O=C(CCSc1nnc(-c2ccco2)o1)N1CCOCC1	-1%	0%	0.9%	3%	-0.3%	-1.1%	-26%	-12%	3%
CCOc1ccc(N(CC)C(=O)COc2cc(=O)n(C)c3ccccc23)cc1	1%	21%	-1.0%	5%	0.4%	1.5%	-25%	-2%	4%
CC(C)CC(NC(=O)CC12CC3CC(CC(C3)C1)C2)C(=O)NC1=NCCS1 (configuration not stated)	-9%	-14%	1.8%	3%	0.2%	0.7%	-27%	9%	-5%
C=CC[N+](C)(C)C/C(Cl)=C(\Cl)c1ccccc1	44%	-8%	-0.2%	12%	0.0%	3.0%	3%	4%	-3%
COc1ccc(-c2cc(C(=O)N3CCCCC3)c3ccccc3n2)cc1OC	26%	-9%	0.1%	22%	-0.1%	0.1%	-14%	-4%	9%
CCc1ccc(S(=O)(=O)N/N=C\c2cn(CC(N)=O)c3ccccc23)cc1	8%	-10%	-2.2%	1%	0.0%	-1.3%	-17%	1%	-4%
Cc1occc1C(=O)Nc1ccc(OCc2ccccc2)cc1	13%	-44%[20 µM]	/	12%	0.87µM*	-0.5%	-74%	1%	-2%
C=CCn1c(C)cc(C(=O)CSc2nnc(Cc3ccccc3)o2)c1C	-12%	-44%	4.5%	1%	0.3%	1.2%	-24%	3%	-1%
O=c1c(-c2ccccc2)coc2cc(O)ccc12	29%	-8%	2.0%	4%	1.2%	-1.2%	-34%	3%	-7%

This is a subset (hit frequency here may not be typical).
